CHX counter: counter-screen for Shiga toxin inhibitors: cycloheximide protein synthesis inhibition; cell reporter, cycloheximide protein synthesis inhibition counterscreen; max response, %; 300,000 tested, 12% active; in the data active = max response mostly above about 13%, no sharp cut-off; inactive = mostly below about 14%; note: read at 38.3 µM for the half of the compounds with a filed dose; 0% is about no effect
Shiga toxin inh: inhibitors of Shiga toxin in Vero cells; Vero cells, Shiga toxin protein synthesis inhibition reporter; inhibition, % at 38.7 µM; 290,000 tested, 9.2% active; in the data active = inhibition mostly above about 28%, no sharp cut-off; inactive = mostly below about 43%; note: 0% is about no effect
The depositor's hits bear a star; i = inactive; ! = not active in a repeat.

Molecule | CHX counter | Shiga toxin inh
CC(C)C[C@H](NC(=O)[C@H](Cc1ccccc1)NC(=O)CNC(=O)[C@H](CCC(=O)O)NC(=O)[C@H](CCCNC(=N)N)NC(=O)[C@H](C)NC(=O)[C@H](C)NC(=O)[C@@H](N)CC(=O)O)C(=O)N[C@@H](CC(=O)O)C(=O)N[C@H](C(=O)N[C@@H](CC(C)C)C(=O)N[C@H](C(=O)N[C@H](C(=O)N[C@@H](CC(C)C)C(=O)N[C@@H](Cc1cnc[nH]1)C(=O)N[C@@H](CCCNC(=N)N)C(=O)N[C@@H](C)C(=O)NCC(=O)N[C@@H](C)C(=O)N[C@@H](CCCNC(=N)N)C(=O)O)C(C)C)C(C)C)[C@@H](C)O | -4 | 14
CC1CC=CC2C1C(=O)N(Cc1ccccc1)C2c1ccc(Br)cc1F (stereo not given) | 18 | 35
Cc1noc(C)c1-c1ccc2ncnc(NCc3ccc(F)c(F)c3)c2c1 | -5 | 10
COc1ccc(SCC(CC(C)C)N2CCN(CCc3ccccc3)CCC2=O)cc1 (stereo not given) | 56* | 57*
COC(=O)C1=C[C@@H](C(=O)OC)C2C3=C(C(=O)[C@@]2(CC(C)C)NC(=O)c2ccccc2)[C@H](C)n2c(=O)n(C)c(=O)n2[C@@H]3C1 (stereo not given in full) | 25 | -5
CC[C@H]1C(c2cccc(C)c2)=NN(c2ccccc2)[C@@H]1CO | 15 | i
O=C1C2CCC(C2)[C@@H]2CCCCN12 (stereo not given in full) | 8 | i
CCOC(=O)C1OC1C(=O)N[C@@H](CC(C)C)C(=O)NCCC(C)C (stereo not given in full) | -5 | -2
Cc1cc2c(s1)c1cnn(Cc3ccc(C(F)(F)F)cc3F)c(=O)c1n2C | -6 | -8
Cc1[nH]c(/C=C2\C(=O)Nc3ccc(S(=O)(=O)N(C)c4cccc(Cl)c4)cc32)c(C)c1C(=O)N1CCN(C)CC1 | -5 | -7
CCCCc1c(O)n(-c2ccccc2)[nH]c1=O | 4 | -5
CCN(CCCCO)c1nc(C)nc2c1c(C)c(C)n2-c1c(C)cc(C)cc1C | -8 | -10
COc1cc(O)c2c(c1)O[C@H](c1ccccc1)CC2=O | 16 | -3
CSCC[C@H](NC(=O)[C@H](CC(C)C)NC(=O)CNC(=O)[C@H](Cc1ccccc1)N(C)C(=O)[C@H](Cc1ccccc1)NC(=O)[C@H](CC(=O)O)NC(=O)[C@@H](N)CC(=O)O)C(N)=O | -10 | -9
CSCC[C@H](NC(=O)[C@H](CC(C)C)NC(=O)[C@@H](Cc1cnc[nH]1)NC(=O)[C@H](Cc1ccccc1)NC(=O)[C@@H](Cc1ccccc1)NC(=O)[C@@H](N)Cc1ccc(O)cc1)C(N)=O | -8 | 6
COc1ccc(OC)c(C2=Nn3c(nnc3-c3ccccc3OC)SC2)c1 | 13 | 8
CC(=O)N[C@H]1CSSC[C@@H](C(=O)N2CCC[C@H]2C(=O)N2CCC[C@H]2C(=O)N[C@@H](CCCCN)C(=O)N[C@@H](CC(=O)O)C(N)=O)NC(=O)CNC(=O)[C@H](Cc2c[nH]c3ccccc23)NC(=O)[C@H](CCCNC(=N)N)NC(=O)[C@@H](Cc2ccc3ccccc3c2)NC(=O)[C@H](Cc2cnc[nH]2)NC(=O)[C@H](CCC(=O)O)NC1=O | -6 | -12
COc1ccc(-c2ccc(C(C)=O)cc2)cc1C1C2C=CCCC2(C)C(=O)N1Cc1ccccc1 (stereo not given) | 11 | 17
CC(C)C[C@H](NC(=O)[C@H](C)NC(=O)CNC(=O)[C@H](CCCCN)NC(=O)[C@H](CCCN=C(N)N)NC(=O)[C@H](C)NC(=O)[C@H](Cc1ccccc1)NC(=O)[C@@H](N)CCCN=C(N)N)C(=O)N[C@@H](CCCN=C(N)N)C(=O)N[C@@H](CCC(N)=O)C(=O)N[C@@H](CCCCN)C(=O)N[C@@H](CC(N)=O)C(=O)N[C@H](C(N)=O)C(C)C | -4 | -4
CC/C=C/[C@@H](c1ccccc1)[C@H](C)C(O)CC(=O)SC(C)(C)C (stereo not given in full) | -2 | 35
C=CCCN(Cc1ccc(OC)cc1)S(=O)(=O)c1ccccc1Br | -4 | 27
CCCC[C@H](NC(=O)[C@@H]1CCCN1C(=O)[C@H]1CCCN1C(=O)[C@H](Cc1ccccc1)NC(=O)[C@@H](Cc1c[nH]c2ccccc12)NC(=O)[C@H](C)NC(=O)[C@H](CCCN=C(N)N)NC(=O)OC(C)(C)C)C(N)=O | -1 | 34
COc1ccc2nc3c(cc2c1)Cn1c-3nc2ccccc2c1=O | 15 | 27
O[C@@H]1CCN2Cc3ccccc3N=C12 | -1 | 10
O=C1NC(=O)c2c1c(-c1ccccc1)cc1[nH]c3ccc(O)cc3c21 | 16 | 5
CC(=O)Nc1ccn(C2CC3OCC(NC(=O)C(NC(=O)OC(C)(C)C)C(C)OCc4ccccc4)C3O2)c(=O)n1 (stereo not given) | 4 | 32
CCCCN(CC)c1nc(C)nc2c1c(C)c(C)n2-c1c(C)cc(C)cc1C | 5 | 5
COc1ccc(-c2nnc3n2N=C(c2c(OC)cccc2OC)CS3)cc1 | 15 | 9
CCOC(=O)CN1C(=O)CC(C[C@@H](O)C2C[C@@H](C)C[C@H](C)C2=O)CC1=O (stereo not given in full) | 2 | -16
CCN(CC)C(=O)c1nn(-c2ccc(OC)cc2)c(=O)c2c(N)scc12 | -5 | -6

Grouped by structure: those above with fluorine
Molecule | CHX counter | Shiga toxin inh
CC1CC=CC2C1C(=O)N(Cc1ccccc1)C2c1ccc(Br)cc1F (stereo not given) | 18 | 35
Cc1noc(C)c1-c1ccc2ncnc(NCc3ccc(F)c(F)c3)c2c1 | -5 | 10
Cc1cc2c(s1)c1cnn(Cc3ccc(C(F)(F)F)cc3F)c(=O)c1n2C | -6 | -8

Next part.
Molecule | CHX counter | Shiga toxin inh
CCC1Cc2cc(O)ccc2C2=C1c1ccc(O)cc1CC2CC (stereo not given) | -8 | -10
CC[C@H](C)[C@H](NC(=O)[C@H](CO)NC(=O)[C@H](CC(N)=O)NC(=O)[C@H](CC(C)C)NC(=O)[C@H](Cc1ccc(O)cc1)NC(=O)[C@H](CCCCN)NC(=O)[C@H](CCCCN)NC(=O)[C@@H](NC(=O)[C@H](C)NC(=O)[C@H](CCSC)NC(=O)[C@H](CCC(N)=O)NC(=O)[C@H](CCCCN)NC(=O)[C@H](CCCNC(=N)N)NC(=O)[C@H](CC(C)C)NC(=O)[C@H](CCCNC(=N)N)NC(=O)[C@@H](NC(=O)[C@H](Cc1ccc(O)cc1)NC(=O)[C@H](CC(N)=O)NC(=O)[C@H](CC(=O)O)NC(=O)[C@@H](NC(=O)[C@H](Cc1ccccc1)NC(=O)[C@@H](NC(=O)[C@H](C)NC(=O)[C@H](CC(=O)O)NC(=O)[C@H](CO)NC(=O)[C@@H](N)Cc1cnc[nH]1)C(C)C)[C@@H](C)O)[C@@H](C)O)C(C)C)C(=O)N[C@@H](CC(C)C)C(=O)N[C@@H](CC(N)=O)C(N)=O | -5 | -1
O=C(NCc1ccccc1)C1(C(F)(F)F)C/C(=C/Cc2ccccc2)CCCO1 (stereo not given) | 20 | 7
COc1cc(OC)cc(-c2nnc3n2N=C(c2ccc(OC)c(OC)c2)CS3)c1 | -12 | -6
CC12CCC=CC1C(c1ccc3ccccc3c1Br)N(Cc1ccccc1)C2=O (stereo not given) | 10 | -3
CC[C@H](C)[C@H](NC(=O)[C@H](CCCNC(=N)N)NC(=O)[C@H](CCCNC(=N)N)NC(=O)[C@H](CC(C)C)NC(=O)[C@H](Cc1ccccc1)NC(=O)CNC(=O)CNC(=O)[C@@H](N)Cc1ccc(O)cc1)C(=O)N[C@@H](CCCNC(=N)N)C(=O)N1CCC[C@H]1C(=O)N[C@@H](CCCCN)C(=O)N[C@@H](CC(C)C)C(=O)N[C@@H](CCCCN)C(=O)N[C@@H](Cc1c[nH]c2ccccc12)C(=O)N[C@@H](CC(=O)O)C(=O)N[C@@H](CC(N)=O)C(=O)N[C@@H](CCC(N)=O)C(=O)O | -4 | -7
COC(=O)C1=C[C@@H](C(=O)OC)C2C3=C(C(=O)[C@@]2(C)NC(=O)c2ccccc2)[C@H](C)n2c(=O)n(C)c(=O)n2[C@@H]3C1 (stereo not given in full) | -3 | 3
CC(=O)c1ccc(Nc2c3ccccc3cc3occc23)cc1 | 9 | -6
COC(=O)C1=C(C)NC(C)=C(C(=O)OCCSc2ccccc2)C1C (stereo not given) | 13* | 23*
COC(=O)C(C)CCCC(C)CCCC(C)CCCC(C)C (stereo not given) | -7 | -6
CCCN1CCC(=O)N(C(CSc2ccc(OC)cc2)c2ccccc2)CC1 (stereo not given) | 42* | 156*
CCOC(=O)C1=CN(C(=O)OC(C)(C)C)C(CN2C(=O)COCC2=O)C1 (stereo not given) | 1 | -6
O=[N+]([O-])c1ccc(-c2[se]c3ccccc3c2I)cc1 | 33 | i
CCCCCCCC/C=C\CCCCCCCC(=O)N[C@H](CO)Cc1ccc(O)cc1 | 7 | -2
CCC(=O)CC | -7 | 5
O=C1NN(C(=O)Nc2ccc(Br)cc2)C(c2ccccc2)C1c1ccccc1 (stereo not given) | 9 | 54*
CC1C(=O)N(S(=O)(=O)c2ccc([N+](=O)[O-])cc2)[C@H]1c1ccc2ccccc2c1 (stereo not given in full) | 9 | 23
CCCCCn1ncc2c3sc(C)cc3n(C)c2c1=O | 32* | 91*
O=C(N[C@H]1CN2CCC1CC2)c1ccc(Cl)cc1 | -1 | -6
CC[C@H](NC(=O)[C@H](CCCN=C(N)N)NC(=O)[C@H](Cc1c[nH]c2ccccc12)NC(=O)[C@@H](N)CS)C(=O)N[C@@H](CCCN=C(N)N)C(=O)N[C@@H](Cc1ccc(O)cc1)C(N)=O | -9 | 3
CC(C)CC1OC(=O)C2=CCCCC21 (stereo not given) | 8 | -9
Cc1ccc(S(=O)(=O)Nc2cccc3ccc(C)nc23)cc1 | 6 | -7
NCCc1cnc(-c2cccc(C(F)(F)F)c2)[nH]1 | 4 | -18
Cc1ccc2c(c1)C1(C=CC(=O)C=C1)CC(=O)N2C | 16 | -5
O=P1(O)OP(=O)(O)OP(=O)(O)O1.[Al] | -6 | -7
Cc1ccc(-c2ccc(C3C4C=CCC(C)C4C(=O)N3Cc3ccccc3)c(F)c2)cc1 (stereo not given) | 7 | 3
O=C1COCCN1 | -1 | 3
O=C(O)c1ccc2c3c1cccc3c(=O)n1c3ccccc3nc21 | -3 | -13
COC(=O)Nc1ccc(Cl)c(Cl)c1 | 16 | 7
COc1c(O)c2c(=O)cc(OC)c3c4c(OC)cc(=O)c5c(O)c(OC)c6c(c(c1C[C@@](C)(O)[C@H]6C(C)=O)c23)c54 | 2 | 11
Cc1cc2c(s1)c1cnn(Cc3cccc(Cn4ncc5c6sc(C)cc6n(C)c5c4=O)c3F)c(=O)c1n2C | -4 | -1
O=C1C[C@@H](c2ccc3ccccc3c2)N1S(=O)(=O)c1ccccc1[N+](=O)[O-] | -2 | -8
CCCC/C=C/[C@H](c1ccccc1)[C@H](CO)Cc1ccccc1 | 5 | 40
CN(C)C(=O)Nc1ccc(Oc2ccc(Cl)cc2)cc1 | 20* | 14
Cc1cc2c(s1)c1cnn(Cc3cccc(F)c3F)c(=O)c1n2C | 9 | 19
CC[C@H](C)[C@H](NC(=O)[C@H](Cc1ccc(O)cc1)NC(=O)[C@@H](NC(=O)[C@H](CCCN=C(N)N)NC(=O)[C@@H](N)CC(=O)O)C(C)C)C(=O)N[C@@H](Cc1cnc[nH]1)C(=O)N1CCC[C@H]1C(=O)N[C@@H](Cc1ccccc1)C(=O)N[C@@H](Cc1cnc[nH]1)C(=O)N[C@@H](CC(C)C)C(=O)O | 2 | -8
COC(=O)C(C(C)C)N1CC(=O)c2ccccc2S1(=O)=O (stereo not given) | -2 | -3
Cc1c(C(=O)N(C)C2CCCCC2)sc2nc3ccc(N)cc3n12 | 31* | 43*
C[C@H]1CCCC(=O)CCC/C=C/c2c(O)cc(O)cc2C(=O)O1 | -4 | -11
COc1cc(O)c2c(c1)oc(=O)c1c3cc(O)c(O)cc3oc21 | 21*! | 33*

3 structures out of the list, arranged by SMILES length, low to high:
Molecule | CHX counter | Shiga toxin inh
CN(C)C(=O)Nc1ccc(Oc2ccc(Cl)cc2)cc1 | 20* | 14
CCCC/C=C/[C@H](c1ccccc1)[C@H](CO)Cc1ccccc1 | 5 | 40
CC[C@H](C)[C@H](NC(=O)[C@H](Cc1ccc(O)cc1)NC(=O)[C@@H](NC(=O)[C@H](CCCN=C(N)N)NC(=O)[C@@H](N)CC(=O)O)C(C)C)C(=O)N[C@@H](Cc1cnc[nH]1)C(=O)N1CCC[C@H]1C(=O)N[C@@H](Cc1ccccc1)C(=O)N[C@@H](Cc1cnc[nH]1)C(=O)N[C@@H](CC(C)C)C(=O)O | 2 | -8

Additional records follow:
Molecule | CHX counter | Shiga toxin inh
COc1cc(NS(=O)(=O)c2cccc([N+](=O)[O-])c2)c2ncccc2c1 | 9 | -4
CC1CC=CC2C1C(=O)N(Cc1ccccc1)C2c1ccc(F)c(Br)c1 (stereo not given) | 16 | 32*
Cc1cccc(-c2[nH]c(C(C)(C)C)nc2-c2ccc3c(c2)OCO3)n1 | -6 | -14
CC[C@H](C)[C@H](NC(=O)CN)C(=O)N[C@@H](CC(C)C)C(=O)NCC(=O)N[C@@H](Cc1ccccc1)C(=O)N[C@H](C(=O)N[C@@H](Cc1ccccc1)C(=O)N[C@H](C(=O)N[C@@H](CC(C)C)C(=O)O)[C@@H](C)O)C(C)C | -1 | -7
CC(C)ON(C(C(=O)NO)C(C)C)S(=O)(=O)c1ccc(-c2ccccc2)cc1 (stereo not given) | -4 | 33
C=C1C(c2ccc(C)cc2)=CCc2cc(C)cc(C)c21 | 39* | 53*
O=S(=O)(Nc1cccc2cccnc12)c1cccs1 | 20* | 30
Brc1c(Br)c(Br)c2[nH]cnc2c1Br | -9 | -9
COc1ccc2c(c1)C(c1ccccc1C)CC(=O)O2 (stereo not given) | -2 | i
CCCCC(C#N)(Cn1cncn1)c1ccc(Cl)cc1 (stereo not given) | -2 | -15
CN(C)C(=O)NC1CCCCCCC1 | 1 | -6

An excerpt; count on the stated rates, not on these rows.
